GLS inhibitor: inhibitors of human glutaminase (GLS); O94925; actives 0.21% (n = 410,000); GLS enzymatic activity, qHTS titration; AID 624170; Potency, µM (doses to about 45.5 µM), inactives show at the top dose activity change, negative = inhibition, actives largely listed as inhibitors; note: potency is the fitted concentration of half-maximal effect; % is set by controls: 0 for no effect and ±100 for the full control effect
Target sequence (O94925 whole entry, looked up): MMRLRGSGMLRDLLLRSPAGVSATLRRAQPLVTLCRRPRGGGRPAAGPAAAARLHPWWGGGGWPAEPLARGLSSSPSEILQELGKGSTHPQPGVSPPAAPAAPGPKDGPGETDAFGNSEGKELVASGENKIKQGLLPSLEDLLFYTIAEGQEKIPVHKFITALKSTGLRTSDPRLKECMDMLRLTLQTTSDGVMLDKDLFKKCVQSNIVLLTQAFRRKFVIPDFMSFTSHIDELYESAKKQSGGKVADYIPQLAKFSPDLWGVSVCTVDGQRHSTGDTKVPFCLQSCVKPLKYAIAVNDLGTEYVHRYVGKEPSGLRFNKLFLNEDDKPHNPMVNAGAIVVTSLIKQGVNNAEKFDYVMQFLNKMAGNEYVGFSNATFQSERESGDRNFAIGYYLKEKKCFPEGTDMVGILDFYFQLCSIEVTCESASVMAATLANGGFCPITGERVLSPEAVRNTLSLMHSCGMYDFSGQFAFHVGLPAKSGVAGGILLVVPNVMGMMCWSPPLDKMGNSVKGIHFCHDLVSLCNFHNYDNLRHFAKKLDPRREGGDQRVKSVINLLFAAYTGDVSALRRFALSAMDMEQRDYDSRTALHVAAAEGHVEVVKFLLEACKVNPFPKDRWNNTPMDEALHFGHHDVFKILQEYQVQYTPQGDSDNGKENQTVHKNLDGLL
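hKGA; 45 mM KH2PO4 pH 8.2 + 0.02% Tween-20; cpd via pin tool; 1 mM Gln soln; GluOx/HRP/Amplex Red; RT 30 min; fluor. t0 & final.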
JMJD2A Tudor inh: inhibitors of human JMJD2A Tudor domain. O75164. actives 4.4% (n = 390,000). AlphaScreen JMJD2A-Tudor / H3K4me3 peptide binding. Potency, µM (top dose mostly 114 µM), for the others: at the top dose activity change, negative = inhibition, most hits filed as inhibitors. AID 504339; note: potency is the fitted concentration of half-maximal effect; % is set by controls: 0 for no effect and ±100 for the full control effect; nearly all actives have a fitted effect of over 50% in size
ERG Ets-DNA blk: ERG Ets/DNA interaction inhibition. P11308. fluorescence polarization, His-ERG Ets domain / labelled DNA. Potency, µM (top dose mostly 76.9 µM), for the others: at the top dose FP activity, negative = inhibition, actives largely listed as inhibitors. actives 0.028% (n = 370,000); active = well fitted inhibition curve with a large enough effect in the polarisation, with a control signal flat; inconclusive = small, poorly fitted or top-dose-only effect, or effect the other way, or a change in a side signal; inactive = no such curve, though single readings can be large or run the other way; the % refers to the polarisation;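 note: polarization taken with two DNA probes labelled with fluorescein and Texas red; potency is the fitted concentration of half-maximal effect; % of control where 0% means no effect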
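His-tagged ERG Ets domain (1 uM in the protein solution; 300mM KCl, 50mM Tris-HCl, 1mM EDTA, 1mM DTT, pH 7.5) received compound, then a probe mix of 5 nM fluorescein-DNA and 100nM Texas-615-DNA. Fluorescence polarization was read for both dyes.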
PI4K2A inh: PI4K2A (human) kinase inhibition | Q9BTU6 | purified PI4K2A, ADP-Glo luminescence, 1 h; hits give low values | activity change, negative = inhibition, % at 76.9 µM | actives 0.13% (n = 420,000); in the data active = activity change below about -50%; inconclusive = mostly about -30% to -49%;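 note: -100% = wells without enzyme as full effect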
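PI4K2A activity was measured by ADP-Glo luminescence: enzyme (4 ug/mL stock) and phosphatidylinositol (1.2 mM stock) in Tris pH 7.5/MgCl2/EGTA/Triton X-100 buffer were reacted with ATP (300 microM stock) for one hour at ambient temperature.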
G9a block: inhibitors of human histone lysine methyltransferase G9a. Q96KQ7. AID 504332. G9a H3K9 monomethylation, AlphaScreen, 2 h. Potency, µM (doses to about 102 µM), inactives show at the highest dose activity, negative = inhibition, hits mostly inhibitors. actives 8.8% (n = 350,000); note: potency is the fitted concentration of half-maximal effect; % is set by controls: 0 for no effect and ±100 for the full control effect; nearly all actives have a fitted effect of over 75% in size
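G9a (20 nM) preincubated 15 min RT with compounds, then 500 nM biotinylated H3K9 peptide and 20 uM SAM added; 2 h RT reaction. Monomethyl-H3K9 product detected by AlphaScreen with anti-H3K9me1 antibody, streptavidin donor and anti-rabbit IgG acceptor beads.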
12-LOX inh: inhibitors of human 12S-lipoxygenase ALOX12; P18054; actives 1.1% (n = 580,000); AID 1671190; Potency, µM (highest dose often 108 µM), for inactives: at the top dose activity change, negative = inhibition, actives largely listed as inhibitors; purified 12hLO, xylenol orange hydroperoxide absorbance; note: potency is the fitted concentration of half-maximal effect; % is set by controls: 0 for no effect and ±100 for the full control effect
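Purified human 12hLO (150 nM final) in 25 mM Hepes, 0.01% Triton X-100, pH 7.0 was preincubated 15 min at room temperature with compound. Then 40 uM arachidonic acid was added, 30 min. Hydroperoxide was read by Fe-XO absorbance ratio 573/405 nm.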
RGS4 inh: blocks human RGS4-accelerated GTP hydrolysis; P49798; Transcreener GDP fluorescence polarization, RGS4-accelerated GTP hydrolysis; Potency, µM (highest dose often 114 µM), without a hit: at the highest dose activity change, negative = inhibition, actives largely listed as inhibitors; actives 0.039% (n = 390,000); note: potency is the fitted concentration of half-maximal effect; % is set by controls: 0 for no effect and ±100 for the full control effect; nearly all actives have a fitted effect of over 75% in size; some results filed as inactive show a strong effect at the top dose
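MLSMR compounds (23 nl, pin-transferred) preincubated 10 min at room temperature with a 500nM (2x) first reagent, then RGS4 at 900nM (2x) plus Transcreener GDP mix added; fluorescence polarization (620/688 nm) read before and after 90 min at 30 °C.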
HP1b chromo inh: HP1-beta chromodomain-methylated histone interaction inhibition; P83916; AlphaScreen HP1-beta / biotin-H3K9me3 peptide binding; Potency, µM (doses to about 114 µM), inactives show at the highest dose activity change, negative = inhibition, most hits filed as inhibitors; actives 0.56% (n = 390,000); AID 540317; note: potency is the fitted concentration of half-maximal effect; nearly all actives have a fitted effect of over 70% in size; inactives centre near 23
Target sequence (P83916 whole entry, looked up): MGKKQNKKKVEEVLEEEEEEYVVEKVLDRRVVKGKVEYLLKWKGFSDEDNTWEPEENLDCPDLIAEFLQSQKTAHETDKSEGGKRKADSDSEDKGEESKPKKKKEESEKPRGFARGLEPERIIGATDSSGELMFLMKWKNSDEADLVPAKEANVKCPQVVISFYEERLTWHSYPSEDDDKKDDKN
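HP1-beta protein (50 nM final) preincubated 30 min at room temperature with biotinylated H3(1-18)K9me3 peptide (50 nM) in PBS pH 7.4, 0.01% Tween-20, then compound added for 30 min. AlphaScreen streptavidin donor/nickel chelate acceptor beads (10 ug/mL final), 30 min dark, luminescence read.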
BAZ2B inh: blocks human BAZ2B | Q9UIF8 | AlphaScreen BAZ2B-H3K14Ac peptide displacement | Potency, µM (doses to about 114 µM), without a hit: at the top dose activity change, negative = inhibition, usual class: inhibitors | actives 4.4% (n = 360,000) | AID 504333; note: potency is the fitted concentration of half-maximal effect; % is set by controls: 0 for no effect and ±100 for the full control effect; nearly all actives have a fitted effect of over 60% in size
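Compounds, titrated to a top concentration of 110 uM, were incubated 30 min at room temperature with preformed BAZ2B/acetyl-K14 H3 peptide complex (50 nM each). Proximity signal was measured by AlphaScreen after 20 min with beads.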
* = called active by the depositor; ? = inconclusive; . = not tested or not shown; [ ] = another dose, or the depositor's remark. Unless noted, calls come from the whole dose curve; as a rule, active = well fitted curve in the direction sought with a large enough effect; inconclusive = small, poorly fitted or top-dose-only effect, or another doubt; inactive = no such curve, though single readings can be large; an effect the other way counts as inactive or inconclusive. The list is partial; rates above refer to the full screens.

SMILES,GLS inhibitor,JMJD2A Tudor inh,ERG Ets-DNA blk,PI4K2A inh,G9a block,12-LOX inh,RGS4 inh,HP1b chromo inh,BAZ2B inh
COc1ccc(N(C(=O)c2ccco2)S(=O)(=O)c2ccc(F)cc2)cc1,13%,-13%,-6%,-5,4%[59 µM],-17%,-11%,41%[activator],5%
CC(C)=C1C2CCC1C1C(=O)N(NC(=O)COc3ccc(Cl)c(C)c3)C(=O)C21 (stereo not drawn),12%,-11%,-4%,2,9%[2.33 µM],-10%,9%,27%,-3%
COc1cc(OC)c(NC(=O)Cn2cnc3sc(C)c(S(=O)(=O)N4CCOCC4)c3c2=O)cc1Cl,-1%,-4%,-13%,-2,0%,?,-22%,43%[activator],3%
Cc1ccc(-n2ncc3c(NCCC4=CCCCC4)ncnc32)cc1C,4%,9%,1%,-2,-35%[59 µM],?,9%,28%,3%
O=C(O)CC(c1ccccc1)c1ccccc1,2%,-12%,-5%,2,-5%,0%,-17%,35%[activator],3%
O=C(N/N=C/c1cccc(Cl)c1Cl)Nc1ccccc1,-12%,-12%,-7%,-1,-18%[59 µM],10%,9%,11%,-11%
CN(C)S(=O)(=O)c1ccc(Cl)c(NC(=O)COC(=O)C2CCCO2)c1 (stereo not drawn),-3%,-13%,2%,4,6%[12.7 µM],?,50%,21%,4%
CCN(C(=O)CSc1nc2c(cnn2-c2ccccc2)c(=O)[nH]1)C1CCS(=O)(=O)C1 (stereo not drawn),12%,-17%,-4%,3,-7%[59 µM],?,6%,19%,6%
Cc1onc(-c2c(F)cccc2Cl)c1C(=O)N(Cc1ccccc1)C(C)C,-11%,-9%,5%,-3,1%,.,14%,31%,-15%
COc1ccc(CNC(=O)C2CCCN(c3nccc(C)n3)C2)cc1 (stereo not drawn),13%,4%[57.1 µM],2%,4,-9%[59 µM],0%,36%[11.4 µM],46%[activator],-3%
CCOC(=O)/C=C1\SCC(=O)N1CC(O)CN1C(=O)CS/C1=C\C(=O)OCC,7%,-5%,10%,-6,2%[59 µM],.,-3%,23%,10%
CNC(=O)CCC(=O)Nc1ccc(C(=O)OC)cc1,7%,-3%,-9%,-1,-3%[12.7 µM],-20%,5%,17%,8%
C/C(CC(=O)Nc1cc(Cl)ccc1Cl)=N\NC(=O)c1ccco1,1%,-10%,9%,-3,21%,-12%,-34%,41%[activator],-2%
Nc1c(N(CCC2=CCCCC2)C(=O)C2CC2)c(=O)[nH]c(=O)n1Cc1ccccc1,3%,-7%,-7%,-5,24%,4%,11%,10%,0%
Cc1cccc(C(=O)OCC(=O)NCCCc2ccccc2)c1O,13%,-10%,-10%,1,-1%,198%,43%,28%,1%
COc1ncnc2c1oc1nc(C(C)C)c3c(c12)CC(C)(C)OC3,0%,-2%,-1%,-4,8%[2.33 µM],0%,12%,34%,0%
C[C@H](NC(=O)[C@@H]1Cc2ccccc2CN1)C(=O)NCC1CCCO1 (stereo partly drawn),15%,?,3%,3,40µM*,6%,-64%[56.9 µM],19%,-4%
CN1C2C=C3C(C#N)=C(N)C(C#N)(C#N)[C@@H](c4cccc(F)c4)[C@@H]3C1CC2 (stereo partly drawn),25%,-13%,-9%,-5,.,0%,?,27%,5%
CN(C)CCn1cnc2c(c1=N)C(c1ccccc1)c1ccc3ccccc3c1O2 (stereo not drawn),7%,-34%,4%,2,-8%[2.33 µM],?,-9%,7%,-24%
Cc1ccc(C(=O)NNC(=O)c2ccc3ccccc3c2O)cc1,5%,-16%,-7%,-8,5%,-2%,-1%,12%,-34%

Compound profiles (already shown). Order of values: GLS inhibitor	JMJD2A Tudor inh	ERG Ets-DNA blk	PI4K2A inh	G9a block	12-LOX inh	RGS4 inh	HP1b chromo inh	BAZ2B inh
Entry for COc1cc(OC)c(NC(=O)Cn2cnc3sc(C)c(S(=O)(=O)N4CCOCC4)c3c2=O)cc1Cl : -1%	-4%	-13%	-2	0%	?	-22%	43%[activator]	3%
Entry for COc1ccc(CNC(=O)C2CCCN(c3nccc(C)n3)C2)cc1 (stereo not drawn) : 13%	4%[57.1 µM]	2%	4	-9%[59 µM]	0%	36%[11.4 µM]	46%[activator]	-3%
Entry for COc1ccc(N(C(=O)c2ccco2)S(=O)(=O)c2ccc(F)cc2)cc1 : 13%	-13%	-6%	-5	4%[59 µM]	-17%	-11%	41%[activator]	5%
Entry for Cc1ccc(C(=O)NNC(=O)c2ccc3ccccc3c2O)cc1 : 5%	-16%	-7%	-8	5%	-2%	-1%	12%	-34%
Entry for CN1C2C=C3C(C#N)=C(N)C(C#N)(C#N)[C@@H](c4cccc(F)c4)[C@@H]3C1CC2 (stereo partly drawn) : 25%	-13%	-9%	-5	.	0%	?	27%	5%

Other entries.
SMILES,GLS inhibitor,JMJD2A Tudor inh,ERG Ets-DNA blk,PI4K2A inh,G9a block,12-LOX inh,RGS4 inh,HP1b chromo inh,BAZ2B inh
CCOC(=O)c1ccc(CNC(=O)C(Cc2c[nH]c3ccccc23)NC(C)=O)o1 (stereo not drawn),0%,-10%,11%,8,7%[12.7 µM],-20%,-21%,40%[activator],9%
CCn1cc(S(=O)(=O)c2ccc(OC)cc2)c(=O)c2cc(OC)ccc21,-4%,-8%,0%,5,1%,22%,2%,24%,-15%
C=CCNC(=O)C1CC(=O)N(c2ccc(OCC(=O)Nc3ccc(Cl)cc3)cc2)C1 (stereo not drawn),-8%,71µM*,-12%,-10,11%,22%,?,9%,3%
COc1ccccc1CNC(=O)c1c(O)c2cc(OC)c(OC)cc2[nH]c1=O,5%,-5%,3%,2,9%,-2%,15%,24%,-5%
CC1CCCCC1NC(=O)Cn1c(=O)oc2cc(S(=O)(=O)N3CCCC3)ccc21 (stereo not drawn),-15%,-19%,-1%,-17,.,11%[57.4 µM],-7%,13%,?
COc1cccc2cc(C(=O)NCc3ccco3)c(=O)oc12,2%,-10%,5%,4,-18%[59 µM],-1%,10%,13%,-6%
Cc1ccc(S(=O)(=O)CC(CN2CCOCC2)N2CCOCC2)cc1 (stereo not drawn),-13%,8%,14%,-3,0%,1%,-17%,38%,-16%
CCOc1ccc(NC(=O)CN(C)C(=O)c2csc3c2CCCC3)cc1OCC,9%,-28%,2%,0,0%[12.7 µM],47%[activator],6%,1%,-2%
Cc1nc2ccccc2n1CCOc1ccccc1,4%,-1%,0%,3,7%,21%,7%,16%,-5%
CC(C)CSC1=NSC2=NC(=O)/C(=C\c3cccs3)C(=N)N12,5%,?,2%,4,45µM*,-14%,-12%,-4%,?
CCOC(=O)C1=C(COC(=O)Cc2ccc(Br)cc2)NC(=O)NC1C (stereo not drawn),6%,-24%,12%,-1,?,0%,1%,0%,-14%
CCC1Oc2ccccc2N(CC(=O)NC2CCCC2)C1=O (stereo not drawn),0%,-2%,-6%,-1,5%,4%,3%,3%,0%
CC(C)[C@H](NC(=O)N1CCn2c1nc1ccccc12)C(=O)N[C@@H](C(=O)O)c1ccccc1,-1%,-15%,-14%,-4,39%[activator],33%[activator],-20%,50%[activator],-10%
COC(=O)C1=C(C)N(C(C)C)C(=O)C1(NC(C)=O)C(F)(F)F (stereo not drawn),-2%,4%,-4%,-1,-11%,2%,7%,26%,8%
O=S(=O)(c1ccc(N2CCOCC2)cc1)N1CCOCC1,5%,-14%,10%,9,11%[59 µM],86%[activator][57.4 µM],-26%,22%,6%
Cn1cc(SCC(=O)NC2CCCC2)c2ccccc21,-4%,12%,16%,5,.,-23%,-8%,37%,-5%
O=C(NC(=S)Nc1ccc2c(c1)OCCO2)c1ccccc1,30%,?,9%,-1,40µM*,?,?,?,45µM*
COc1cc(NC(=O)c2ccc(Cl)cc2)c(Cl)cc1NC(=O)c1cccnc1,0%,-13%,-1%,-4,86%[activator],21%,11%,16%,-2%
NC1=NC(=O)/C(=C/c2c(OS(=O)(=O)c3ccc(Cl)cc3)ccc3ccccc23)S1,-1%,1%,-3%,1,18%[59 µM],-18%,-6%,29%,2%

Assay outcomes deposited in PubChem BioAssay by National Center for Advancing Translational Sciences (NCATS).
